TRHR enhancer = qHTS for Small Molecule Agonists and Allosteric Enhancers of Human TRH Receptor: Primary Screen for Enhancers; Thyrotropin-releasing hormone receptor (Homo sapiens), P34981; AID 493056, 2011; enhancement, % at 2 µM; hit rate 0.66% among 360,000; TRHR cells, fluo-8 calcium fluorescence, EC20 TRH enhancement; in the data active = enhancement above about 30%; also: 0% is about no effect
Target sequence (P34981 whole entry, looked up): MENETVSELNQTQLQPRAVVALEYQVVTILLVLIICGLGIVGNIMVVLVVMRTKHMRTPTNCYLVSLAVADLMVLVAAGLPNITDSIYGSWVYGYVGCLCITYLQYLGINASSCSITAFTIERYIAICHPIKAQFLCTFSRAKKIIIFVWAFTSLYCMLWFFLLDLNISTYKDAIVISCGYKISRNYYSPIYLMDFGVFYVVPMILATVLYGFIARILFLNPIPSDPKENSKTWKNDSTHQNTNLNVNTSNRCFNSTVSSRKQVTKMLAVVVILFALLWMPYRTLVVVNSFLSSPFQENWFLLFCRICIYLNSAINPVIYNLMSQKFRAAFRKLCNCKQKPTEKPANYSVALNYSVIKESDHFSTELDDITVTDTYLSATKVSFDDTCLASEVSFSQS
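Enhancer read-out: after compound pinning and an initial kinetic agonist-mode read, an EC20 of TRH (10 nM final) was injected and fluo-8 calcium signal (Ex 480/Em 530) followed at 1 s/cycle for 100 cycles in TRHR-expressing cells.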
D1 ag = Allosteric Agonists of the Human D1 Dopamine Receptor: qHTS. hit rate 1% among 360,000. HEK293 T-REx D1 cells, calcium flux, agonist mode. activation, % at 2 µM; in the data active = activation above about 30%; also: 0% is about no effect
Target sequence (P21728 whole entry, looked up): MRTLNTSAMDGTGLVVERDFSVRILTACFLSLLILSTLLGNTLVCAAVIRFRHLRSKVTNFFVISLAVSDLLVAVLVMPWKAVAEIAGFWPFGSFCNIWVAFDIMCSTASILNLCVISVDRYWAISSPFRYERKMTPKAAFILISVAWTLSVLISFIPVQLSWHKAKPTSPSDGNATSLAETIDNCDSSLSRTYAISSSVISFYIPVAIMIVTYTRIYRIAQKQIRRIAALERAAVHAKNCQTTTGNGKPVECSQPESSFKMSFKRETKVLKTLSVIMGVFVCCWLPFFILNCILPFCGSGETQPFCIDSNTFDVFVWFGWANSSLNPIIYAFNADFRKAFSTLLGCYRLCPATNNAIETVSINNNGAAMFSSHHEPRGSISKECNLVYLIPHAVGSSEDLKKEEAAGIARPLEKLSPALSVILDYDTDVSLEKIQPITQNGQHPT
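Inducible HEK293 T-REx D1 cells, force-coupled to calcium signalling, were plated at 4000 cells/well with tetracycline and held overnight at 30 C. After no-wash calcium dye loading, compound-evoked calcium rise over 180 s flagged agonists.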
D2 ag = HTS Assay for Allosteric Agonists of the Human D2 Dopamine Receptor: Primary Screen for Agonists | D(2) dopamine receptor (Homo sapiens), P14416 | HEK293 T-REx D2 cells, calcium flux agonist mode | activation, % at 2 µM | hit rate 0.53% among 340,000 | AID 485358, 2010;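 active = activation over 3 SD above normal in the single-dose calcium agonist read, cut at about 30% in these data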; also: 0% is about no effect
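HEK293 Trex D2 cells, tetracycline-induced, o/n 30 C 5% CO2; no-wash Ca dye, RT 30–90 min; 10-cycle baseline, 23 nl cpd added, kinetic Ca read 180 s; agonist hits = positive Ca response.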
D2 antag = HTS Assay for Allosteric Antagonists of the Human D2 Dopamine Receptor: Primary Screen for Antagonists. D(2) dopamine receptor (Homo sapiens), P14416. HEK293 TREx D2 cells, calcium flux, dopamine EC80. inhibition, % at 10 µM. hit rate 2% among 340,000; in the data active = inhibition above about 30%; also: 0% is about no effect
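Measurement of antagonist activity uses fluorescent calcium dye in inducible HEK293 T-REx D2 cells: 10 s baseline, compound addition with 180 s read, EC80 dopamine addition with a further 180 s read.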
D1 PAM = Potentiators of Human D1 Dopamine Receptor: qHTS. hit rate 0.036% among 360,000. AID 504651, 2011. HEK293 TREx D1 cells, calcium flux, dopamine EC20 potentiation. D(1A) dopamine receptor (Homo sapiens), P21728. potentiation, % at 10 µM; in the data active = potentiation above about 30%; also: 0% is about no effect
D2 potentiator = HTS Assay for Positive Allosteric Modulators of the Human D2 Dopamine Receptor: Primary Screen for Potentiators. HEK293 T-REx D2, calcium flux, EC20 dopamine potentiation. D(2) dopamine receptor (Homo sapiens), P14416. hit rate 0.34% among 340,000. AID 485347, 2010. potentiation, % at 10 µM;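 active = potentiation over 3 SD above the plate norm, cut at about 30% in these data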; also: 0% is about no effect
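Potentiation of an EC20 dopamine calcium response measured kinetically over 180 s, after a preceding 180 s compound-only read flagging agonists. Cells: inducible Hek293 Trex D2 line, 4000/well, cultured overnight at 30 C before dye loading.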
RXFP1 antagonist = qHTS Assay for Antagonists of the Relaxin Receptor RXFP1; Relaxin receptor 1 (Homo sapiens), Q9HBX9; activity change, negative = inhibition, % at 57.5 µM; HEK293-RXFP1, relaxin-stimulated cAMP HTRF, 30 min; stronger effect = lower value; hit rate 0.59% among 350,000;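 active = activity change of -60% or lower, but not beyond a set lower limit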; also: % is scaled to controls: 0 for no effect and ±100 for the full control effect
D1 antagonist = Antagonist of Human D 1 Dopamine Receptor: qHTS. D(1A) dopamine receptor (Homo sapiens), P21728. HEK293 TREx D1 cells, calcium flux, dopamine EC80; stronger effect = lower value. activity change, negative = inhibition, % at 10 µM. hit rate 3.2% among 360,000; in the data active = activity change below about -30%; also: % is scaled to controls: 0 for no effect and ±100 for the full control effect
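After overnight tetracycline induction at 30 C, force-coupled D1 HEK293 cells took up a no-wash calcium dye at room temperature. Compounds were added and monitored 180 s, and the response to EC80 dopamine was then recorded.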
RXFP1 ag = qHTS Assay for Agonists of the Relaxin Receptor RXFP1 | AID 2676, 2010 | hit rate 0.3% among 370,000 | Relaxin receptor 1 (Homo sapiens), Q9HBX9 | Potency, µM (highest dose often 57.5 µM), for the others: top-dose activation, actives largely listed as activators | HEK293T-RXFP1 cAMP TR-FRET, 30 min; response scale: percent of porcine relaxin response, buffer zero; active = well fitted activation curve with a large enough effect; also: potency is read from the fitted curve at half-maximal effect; % is scaled to controls: 0 for no effect and ±100 for the full control effect; nearly all actives have a fitted effect of over 60% in size; many of its hits are not listed in these tables
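HEK293T cells stably expressing RXFP1 were pretreated with the PDE4 inhibitor Ro 20174, exposed to compounds for 30 min at 37C, lysed, and cAMP was read by TR-FRET. Data normalized to buffer (basal) and 29 nM porcine relaxin (100%).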
Starred values were filed as active, the others as inactive; . = not tested or not shown; & = joins results of further samples. Some of the compounds tested. The share of hits here may be higher or lower than overall.

SMILES	TRHR enhancer	D1 ag	D2 ag	D2 antag	D1 PAM	D2 potentiator	RXFP1 antagonist	D1 antagonist	RXFP1 ag
CN1CCN(C2CC(=O)N(CCc3ccccc3)C2=O)CC1 (configuration not stated)	3.2	0.4	2.2	4.1	-6.1	-2.3	-1.4	3.1	2.8%
CC(=O)Nc1ccc(OCC(=O)NCCc2ccc(Cl)cc2)cc1	3.8	0.1	0.9	-2.8	0.5	-10.5	0.5	20.3	2.5%
CCc1nnc(N/N=C/c2cc(Br)c(O)cc2O)n1N	-8.1	1.1	-0.6	0.5	-8.5	3.7	16.4	-4.9	1.6%
O=C(O)c1ccc(C(=O)Nc2cccc3cccnc23)cc1	-0.3	1.9	.	.	-7.7	.	.	3.0	.
CCCc1cc(=O)[nH]c2nnc(SCC(=O)Nc3ccc(NC(C)=O)cc3)n12	3.5	-2.0	1.6	-5.3	0.5	-4.4	-5.1	3.7	-0.4%
NC(=O)c1ccc(Cl)c2ccccc12	-6.1	2.4	2.1	15.4	0.8	7.6	-3.5	9.9	8.2%
O=C(Cn1cnc2scc(-c3ccccc3)c2c1=O)NCc1ccco1	-2.5	0.1	0.5	17.1	0.6	-5.0	-9.4	4.0	0.8%
Cc1ccc(Nc2nc(COC(=O)COc3ccc(C=O)cc3)cs2)cc1	0.3	1.1	0.3	-6.5	-2.8	-1.4	-15.1	-9.6	-0.8%
CCOC(=O)CNC(=S)N(CCCN1CCN(C)CC1)Cc1cccs1	3.5	2.2	0.5	-58.9	12.8	27.8	4.0	-0.3	-2.0%
O=C(c1ccncc1)N1CCN(c2ccc3ccccc3n2)CC1	-5.2	4.8	1.1	-8.3	-2.5	-5.3	8.2	-15.2	-0.6%
Cc1c(S(=O)(=O)N2CCOCC2)c(=O)n(C)c(=O)n1C	1.9	0.5	.	.	-7.7	.	-2.6	-6.0	0.8%
Cc1ccc(CNC(=O)c2cccn2-c2nnc(N3CCCCC3)s2)cc1	-2.7	3.6	-0.6	.	3.1	-0.2	-12.4	-0.9	0.3%
COc1cc(OC)cc(C(=O)N[C@H](C(=O)OCC(=O)NC(=O)c2cccn2C)C(C)C)c1	-9.3	1.3	0.2	11.8	3.9	1.9	2.6	-8.9	-0.9%
CCc1nnc(NC(=O)CSc2nnc(-c3c[nH]c4ccccc34)n2CC)s1	-0.3	-0.1	-0.9	7.3	1.5	2.0	9.1	-13.2	0.4%
Cc1cccc(NC(=O)CCS(=O)(=O)c2cc(Br)cc3c2N(C(=O)C2CC2)CC3)c1C	4.3	1.1	-1.4	.	1.1	5.2	3.5	-13.4	5.3%
COc1cc(C2NCC(c3ccc(Cl)cc3Cl)c3c2[nH]c2ccccc32)cc(OC)c1OC (configuration not stated)	-0.8	2.5	-0.4	-7.1	-0.6	-5.1	-34.3	7.0	0.3%
COc1cc2c(C(=O)Nc3ccc4c(c3)OCO4)cn(CC(C)C)c(=O)c2cc1OC	7.4	0.0	.	.	0.7	.	.	-1.3	2.5%
Cc1nc2ncnn2c(C)c1CCC(=O)NCc1ccc(Cl)cc1	-6.2	0.8	0.4	.	-3.0	-4.6	.	-4.4	1.9%
CC(=O)NC(CC(C)C)C(=O)NC(=O)NCc1ccccc1 (configuration not stated)	-0.9	3.1	-0.3	-5.1	-0.3	5.9	1.5	-7.1	0.7%
C=CCN(C(=O)Nc1ccc2oc(C)nc2c1)c1ccccc1	3.9	0.6	.	.	-4.5	.	4.5	2.1	-2.1%

Complete entries as entered above. Order of screens: TRHR enhancer, D1 ag, D2 ag, D2 antag, D1 PAM, D2 potentiator, RXFP1 antagonist, D1 antagonist, RXFP1 ag
`CCc1nnc(NC(=O)CSc2nnc(-c3c[nH]c4ccccc34)n2CC)s1` is listed as -0.3, -0.1, -0.9, 7.3, 1.5, 2.0, 9.1, -13.2, 0.4%
`CCCc1cc(=O)[nH]c2nnc(SCC(=O)Nc3ccc(NC(C)=O)cc3)n12` is listed as 3.5, -2.0, 1.6, -5.3, 0.5, -4.4, -5.1, 3.7, -0.4%
`O=C(Cn1cnc2scc(-c3ccccc3)c2c1=O)NCc1ccco1` is listed as -2.5, 0.1, 0.5, 17.1, 0.6, -5.0, -9.4, 4.0, 0.8%

Remaining list, next part
SMILES	TRHR enhancer	D1 ag	D2 ag	D2 antag	D1 PAM	D2 potentiator	RXFP1 antagonist	D1 antagonist	RXFP1 ag
COc1ccc(C2Nc3ccccc3C(=O)N2c2ccc(C)cc2)cc1Cn1cc([N+](=O)[O-])cn1 (configuration not stated)	6.5	2.6	0.2	-21.6	-0.5	14.6	0.2	1.0	9.4%
COc1ccc2oc(-c3cccc(NC(=O)CSc4ccc(Cl)cc4)c3)nc2c1	5.8	9.2	3.5	-0.3	-18.2	-5.5	-4.4	-6.5	1.6%
O=C(COC(=O)Cc1c(F)cccc1Cl)NC(=O)c1ccccc1	6.8	5.8	0.7	14.3	-0.8	2.7	-2.8	3.3	-0.4%
Cc1ccc(C(=O)OCC(=O)N(CC(C)C)c2c(N)n(Cc3ccccc3)c(=O)[nH]c2=O)cc1[N+](=O)[O-]	9.3	0.4	0.8	-7.8	-4.8	10.7	3.1	-2.3	1.0%
CC(Oc1ccccc1Cl)C(=O)/C=C/N(C)C (configuration not stated)	11.6	6.8	-1.6	-8.5	-8.3	21.4	1.5	6.8	0.5%
CCCCNC(=O)COc1ccccc1[N+](=O)[O-]	-2.4	-0.4	0.1	0.1	2.0	-13.4	.	2.4	0.8%
CSC1=N/C(=C\c2ccc3c(c2)OCO3)C(=O)S1	-3.4	0.4	0.3	-5.8	-3.5	0.2	-5.5	0.3	-2.9%
Cc1cc(C)nc(N(C#N)CN2C(=O)c3ccccc3C2=O)n1	7.4	2.9	-1.4	-8.2	-8.3	-4.2	2.2	3.4	1.1%
COc1ccc(CNC(=O)COc2ccc(C)nc2[N+](=O)[O-])cc1	-2.6	1.5	1.6	-10.2	-2.9	-5.1	9.9	-1.8	0.1%
CCN(CC)CCn1c2ccc(F)cc2c2nc(C)sc21	-0.7	-2.5	-0.6	-19.5	-0.8	-9.6	2.8	-4.6	-2.8%
CCOC(=O)C(O)(CC(=O)Nc1ccc(Cl)cc1Cl)C(F)(F)F (configuration not stated)	5.5	0.6	.	.	-2.8	5.5	-3.2	-11.6	1.1%
COc1ccc(N(C(=O)c2snc(C(N)=O)c2N)C(C(=O)NCc2ccccc2)c2ccc(F)cc2)c(OC)c1 (configuration not stated)	4.9	1.9	-0.8	-18.9	-4.0	-3.2	-14.7	15.3	0.7%
COC(=O)c1ccccc1NC(=O)COc1ccc(S(=O)(=O)N2CCCC2)cc1C	4.4	2.3	-0.1	3.5	-5.5	9.0	-9.7	-7.4	-0.9%
Cc1ccc2nc(SCC(=O)N3CCCCC3)nc(=O)n2c1	-1.2	1.2	-1.3	1.7	-2.9	2.8	-8.5	-29.6	13.5%
CCN(CC(=O)Nc1ccc(NC(C)=O)cc1)C(=O)/C=C/c1ccco1	1.7	4.8	1.3	-2.0	1.1	0.8	-5.9	20.9	2.5%
O=C([C@H](Cc1ccc(O)cc1)n1cc(CCO)nn1)N1CCNCC1	-7.1	-3.0	0.0	9.6	-3.8	-0.5	.	10.4	-0.1%
CC(C)OC(=O)CSc1nc2c(cc1C#N)CCCCC2	5.0	0.4	0.4	10.6	-4.3	0.4	1.1	-5.2	14.2%
O=C1CCCc2nc(N3CCN(C(c4ccccc4)c4ccccc4)CC3)ncc21	0.1	3.6	-0.3	-5.8	0.9	-5.4	-2.1	6.9	0.7%
CCc1noc(C)c1C(=O)NCCc1c[nH]c2ccccc12	3.6	0.3	-0.3	-6.7	-1.0	1.9	-7.0	12.1	-0.6%
Cc1cccc(-n2c(C)cc(/C=N/O)c2C)c1	29.9	0.7	-1.3	-1.7	-3.4	-1.6	.	-2.9	-0.4%
CCc1ccc(C(=O)C(C)OC(=O)Cn2[nH]c(=O)c3ccccc3c2=O)cc1 (configuration not stated)	9.1	12.1	0.1	4.4	-3.3	-2.1	-0.2	2.1	3.1%
O=C(O)c1cc(N/N=C/C=C/c2ccccc2[N+](=O)[O-])ccc1Cl	10.0	3.5	-1.9	-1.7	-0.1	11.2	-9.8	5.0	-2.8%
N#CC1=C(N)N(c2ccccc2)C(c2ccco2)C1(C#N)C#N (configuration not stated)	-6.3	-2.0	0.7	14.3	3.8	10.4	3.1	-11.4	4.7%
COc1ccc(/C=C/C(=O)NC(=S)Nc2ccc(S(=O)(=O)Nc3cc(OC)ncn3)cc2)cc1	-1.3	-1.8	-1.4	1.7	-6.6	-7.5	1.2	-7.0	0.8%
COc1cccc(CNC(=O)C2CCN(S(=O)(=O)c3ccc4c(c3)CCC(=O)N4)CC2)c1	-0.9	-0.3	.	.	-2.2	.	.	-5.0	-1.1%
CCCC1=NN(C(=O)CCc2ccccc2O)C(O)(C(F)(F)F)C1 (configuration not stated)	6.8	2.6	2.9	4.6	-6.3	5.8	-3.2	-1.8	-0.7%
Cc1ccc(NC(=O)CSc2nnc(C3CCCCC3)n2N)cc1F	-1.4	0.9	0.0	-9.5	-3.8	-12.2	-12.4	1.1	-2.1%
C/C(=N\NC(=S)NC1CCCCC1)c1ccc(OC(F)F)cc1OC(F)F	13.5	11.3	-1.4	-3.9	-2.9	-1.7	-30.0	-25.0	-1.4%
Cc1cc(NC(=O)Cn2c(=O)c3c(ncn3CC(C)C)n(Cc3ccccc3)c2=O)no1	-3.8	2.0	-0.3	-1.9	2.4	-3.5	-18.3	2.7	-0.4%
CCn1c2ccccc2c2nnc(N3CCN(c4cc(C)ccc4C)CC3)nc21	-4.1	-0.6	-0.7	.	-4.5	-2.3	1.2	-7.1	6.7%
O=C(NCc1ccc(F)cc1)C1(c2cccs2)CCOCC1	9.6&-2.7	-2.4&0.6	0.8&1.3	3.1	-0.3&-0.7	1.5&-12.7	2.3	-5.1	-3.4%&-0.2%
CNc1ccc(S(=O)(=O)NC)cc1[N+](=O)[O-]	7.0	1.3	0.9	-4.0	2.5	0.3	8.7	18.1	-1.9%

Screening results deposited in PubChem BioAssay by National Center for Advancing Translational Sciences (NCATS).
